Source: PubChem (National Center for Advancing Translational Sciences (NCATS))
PNC assembly inh: inhibitors of perinucleolar compartment assembly; PC3M PTB-GFP, PNC prevalence imaging, 16 h; stronger effect = lower value; activity change (PNC), negative = inhibition, % at 10 µM; actives 3.1% (n = 140,000);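 active = readout at or below -70, meaning at least 70% loss of cells showing the perinucleolar compartment, a nuclear body marking cancer cells; inconclusive = readout between -30 and a set limit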;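 note: plate controls were DMSO wells for no effect and camptothecin positive control wells for full effect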
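Read-out is percentage of cells bearing a perinucleolar compartment, from automated 20x imaging of fixed, Hoechst-stained PC3M PTB-GFP cells. Cells were seeded 4 h, then exposed 16 h to compound (23 nl of library stock) in duplicate plates.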
IMPase cell inh: cell-permeable inhibitors of inositol monophosphatase (IMPase); CHO-M1 cells, IP1 accumulation, HTRF TR-FRET ratio; inhibition (IP1 accumulation), % at 46.1 µM; 120,000 tested, under 10 active; AID 901; active = well fitted curve in the direction sought with a large enough effect in the signal ratio, not every such curve was filed as active; inconclusive = small, poorly fitted or top-dose-only effect, or a change in a side signal; inactive = no such curve, though single readings can be large or run the other way; the % refers to the signal ratio;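 note: cells stimulated with carbachol in lithium chloride buffer; plate controls were DMSO basal wells for no effect and reference inhibitor wells for full effect; higher means more IMPase inhibition seen as more IP1 and lower FRET ratio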
Target sequence (P97697 whole entry, looked up): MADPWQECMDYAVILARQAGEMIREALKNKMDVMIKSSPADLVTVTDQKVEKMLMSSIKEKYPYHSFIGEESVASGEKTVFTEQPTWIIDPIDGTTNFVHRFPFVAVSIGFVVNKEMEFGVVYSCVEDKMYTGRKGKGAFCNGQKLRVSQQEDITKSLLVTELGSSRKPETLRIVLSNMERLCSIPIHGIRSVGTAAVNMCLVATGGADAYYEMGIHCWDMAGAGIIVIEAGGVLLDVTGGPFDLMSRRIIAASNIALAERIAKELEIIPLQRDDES
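Measured: the HTRF emission ratio (665/620 nm) plus the 620 nm donor channel, each fitted to the Hill equation to give AC50. Cells were CHO-M1 given compounds up to 46 uM and a 30 min carbachol stimulation at 37C.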
12-hLO inh: 12-hLO (ALOX12) enzyme inhibition; purified 12-hLO, xylenol orange hydroperoxide absorbance; Potency, µM (top dose mostly 57.1 µM), for inactives: at the highest dose activity change, negative = inhibition, usual class: inhibitors; actives 0.12% (n = 150,000); note: potency is the fitted concentration of half-maximal effect; nearly all actives have a fitted effect of over 55% in size; many of its hits are not listed in these tables
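Lipoxygenase turnover measured by absorbance at 573 and 405 nm after Fe-XO development. Human 12hLO 150 nM, arachidonate 40 uM, pH 7.0 Hepes buffer with detergent; 15 min compound preincubation, 30 min reaction.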
ALOX15B inhib: inhibitors of human 15-lipoxygenase 2 (ALOX15B) | purified 15hLO-2, xylenol orange hydroperoxide absorbance | Potency, µM (top dose mostly 57.1 µM), for inactives: at the highest dose activity change, negative = inhibition, hits mostly inhibitors | actives 0.56% (n = 110,000); note: potency is the fitted concentration of half-maximal effect; nearly all actives have a fitted effect of over 60% in size; many of its hits are not listed in these tables
Target sequence (O15296 whole entry, looked up): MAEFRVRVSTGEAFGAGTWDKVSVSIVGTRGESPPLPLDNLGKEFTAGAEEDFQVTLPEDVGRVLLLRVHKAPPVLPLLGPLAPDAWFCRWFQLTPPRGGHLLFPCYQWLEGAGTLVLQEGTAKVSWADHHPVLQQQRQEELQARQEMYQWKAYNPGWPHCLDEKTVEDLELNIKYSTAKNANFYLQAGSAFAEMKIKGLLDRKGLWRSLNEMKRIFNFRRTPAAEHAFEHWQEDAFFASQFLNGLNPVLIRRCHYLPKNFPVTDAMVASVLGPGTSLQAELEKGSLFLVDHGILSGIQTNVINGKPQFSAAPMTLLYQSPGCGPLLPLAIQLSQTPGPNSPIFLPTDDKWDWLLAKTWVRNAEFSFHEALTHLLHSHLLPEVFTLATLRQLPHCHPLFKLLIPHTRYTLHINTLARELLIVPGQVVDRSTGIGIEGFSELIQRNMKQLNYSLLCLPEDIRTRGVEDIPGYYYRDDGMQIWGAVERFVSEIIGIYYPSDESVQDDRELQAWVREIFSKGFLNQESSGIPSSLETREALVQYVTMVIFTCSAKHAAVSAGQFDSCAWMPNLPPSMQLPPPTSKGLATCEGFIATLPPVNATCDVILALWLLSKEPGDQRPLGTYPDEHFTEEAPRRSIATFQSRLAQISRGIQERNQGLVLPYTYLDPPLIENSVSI
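Screening format was qHTS against 50 nM purified 15hLO-2 in Hepes pH 7.5 with detergent. Activity follows hydroperoxide formation from 45 uM arachidonic acid, measured as 573:405 nm absorbance ratio of the ferric-xylenol orange complex.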
Numbers without * were called inactive; ? = inconclusive; nt = not tested or not shown; [ ] = dose if it differs, or a comment. Unless noted, calls come from the whole dose curve; as a rule, active = well fitted curve in the direction sought with a large enough effect; inconclusive = small, poorly fitted or top-dose-only effect, or another doubt; inactive = no such curve, though single readings can be large; an effect the other way counts as inactive or inconclusive. Unless noted, % is set by controls: 0 for no effect and ±100 for the full control effect. Some of the compounds tested; the hit share may differ from the screen's.

1) CCOC(=O)N(C)c1ccc(C(O)(C(F)(F)F)C(F)(F)F)cc1
2) COc1cccc(C(=O)Nn2c(-c3cccs3)nc3ccccc3c2=O)c1OC
3) COc1ccc(CN(Cc2ccco2)S(=O)(=O)c2ccc(S(=O)(=O)N3CCCC3)cc2)cc1
4) COc1ccc(N2CCN(CC(O)COCCOc3ccc(Br)cc3)CC2)cc1 (stereo not given)
5) Cc1ccc2c(c1)c1c3n2CCN(C(=O)C2CC2)C3CCC1 (stereo not given)
6) CCN(CC)CCCN1C(=O)C(=O)/C(=C(/O)c2ccc3c(c2)CC(C)O3)C1c1cccnc1 (stereo not given)

screen / no.	1	2	3	4	5	6
PNC assembly inh	11	-4	16	-24	5	7
IMPase cell inh	1	nt	1	nt	2	-1
12-hLO inh	2%	1%	0%	3%	-10%	0%
ALOX15B inhib	4%	nt	1%	nt	-7%	-3%

7) CC(NC(=O)CNC(=O)OCc1ccccc1)C(=O)N1CC(O)CC1C(=O)OCc1ccccc1 (stereo not given)
8) Cc1cc(OCCN2CCCC2)ccc1[N+](=O)[O-]
9) COc1cccc(NC(=S)NC(=O)c2c(Cl)c(C)nn2C)c1
10) O=C(c1ccc(-c2ccccc2)cc1)c1ccccc1C(=O)N1CCOCC1
11) Cc1cccc(-c2c3c(=O)n(C)c(=O)n(C)c3cn2C(C)C)c1
12) COCCNC(=O)c1sc2nc(-c3ccccc3)cn2c1C

screen / no.	7	8	9	10	11	12
PNC assembly inh	5	-25	-18	19	-3	?
IMPase cell inh	-5[1.84 µM]	nt	nt	5	1	1
12-hLO inh	3%	1%	0%	3%	-6%	-1%
ALOX15B inhib	-8%[11.4 µM]	nt	nt	4%	-17%	-10%

Along the list, from the results shown.
Compounds 7 to 12 in ALOX15B inhib: -8%[11.4 µM], nt, nt, 4%, -17%, -10%
Compounds 7 to 12 in IMPase cell inh: -5[1.84 µM], nt, nt, 5, 1, 1

The list goes on.
13) COc1ccc(N2CCN(c3ncnc4c3nnn4Cc3ccccc3Cl)CC2)cc1
14) COc1cccc(-c2nnc(SCC(=O)N3CCOCC3)o2)c1
15) CC1(C(=O)O)C=CC2(CCCCC2)N1C(=O)c1ccccc1 (stereo not given)
16) C=CCNC(=O)C1CC(=O)N(c2ccc(OCC(=O)NCc3ccccc3)cc2)C1 (stereo not given)
17) COc1cc(Nc2cc(C)nc3ncnn23)cc(OC)c1
18) CCCCCCCOC(=O)c1nc(Cl)c(Cl)c(N)c1Cl

screen / no.	13	14	15	16	17	18
PNC assembly inh	47	-28	17	?	-19	-12
IMPase cell inh	5	-5	nt	11	4	nt
12-hLO inh	4%	-2%	0%	-1%	6%	-1%
ALOX15B inhib	nt	-1%	nt	-3%	-4%	nt

19) COc1cccc(OC)c1C(=O)N1CCOCC1
20) COCCNC(=O)CSC1=N/C(=C/c2ccc(Cl)c(Cl)c2)C(=O)N1c1ccccc1F
21) Cc1ccc(S(=O)(=O)CCC(=O)NCc2ccc(Cl)cc2)cc1
22) CCCCc1ccc(-c2ccc(Br)cc2O)nc1
23) C#CCOCCCC(=O)O
24) O=C(Cn1nnc2ccccc21)c1cccc([N+](=O)[O-])c1

screen / no.	19	20	21	22	23	24
PNC assembly inh	-12	60	?	38	nt	?
IMPase cell inh	-6	-15	-15	-2	nt	nt
12-hLO inh	-2%	0%	-1%	-2%	-1%[11.4 µM]	1%
ALOX15B inhib	nt	nt	nt	3%	11%[11.4 µM]	nt

25) COc1ccc(CCCC(=O)Nc2ccccc2F)cc1
26) N#Cc1nc(-c2ccc(F)cc2)oc1NCc1cccc2c1OCO2
27) O=C(C1CCC(C(=O)N2CCCCC2)CC1)N1CCCCC1 (stereo not given)
28) O=C(Nc1ccccc1)c1cccc(N2CCCC2=O)c1
29) Cn1c(=O)n(C)c2cc(S(=O)(=O)N3CCOCC3)ccc21
30) CCOC(=O)c1c(C)c2c(n1C)CCC/C2=N\O

screen / no.	25	26	27	28	29	30
PNC assembly inh	33	?	-22	?	14	6
IMPase cell inh	nt	2	-3	9	-10	-8
12-hLO inh	-3%	-16%	-1%	6%	5%	-1%
ALOX15B inhib	nt	nt	5%	-16%	2%	-1%

31) CCN1CCCC1CN(Cc1cc2cc(C)ccc2[nH]c1=O)C(=O)Nc1ccccc1OC (stereo not given)
32) Cc1cc(C)c(C(=O)Nc2ccc(Br)c(C(F)(F)F)c2)c(C)c1
33) N#CC(C(=O)OC1CCCCC1)c1nc2ccccc2nc1N1CCOCC1 (stereo not given)
34) O=C(c1ccco1)N1CCN(C(=O)C2CC(c3ccc(Cl)cc3)=NO2)CC1 (stereo not given)
35) CN(C)C(=O)c1ccc(-c2nc(N(C)C)c3ccccc3n2)cc1
36) c1ccc(Cn2c(Nn3cnnc3)nc3ccccc32)cc1

screen / no.	31	32	33	34	35	36
PNC assembly inh	2	?	11	-2	nt	18
IMPase cell inh	9	nt	-13	-1	nt	5
12-hLO inh	?	-4%	-1%	4%	2%	4%
ALOX15B inhib	70%[activator]	nt	20%	-7%	2%	4%

37) C=CCN(CC=C)CC(O)CN(c1cc([N+](=O)[O-])ccc1OC)S(=O)(=O)c1ccccc1 (stereo not given)
38) CC(=O)N1CCc2cc(Br)cc(S(=O)(=O)NCCN3CCCCC3C)c21 (stereo not given)
39) Cc1noc(C)c1S(=O)(=O)N1CCCC(C(=O)Nc2cccnc2)C1 (stereo not given)
40) COc1ccc(-c2noc(CN(C(=O)c3ccc(OC(C)=O)cc3)C(C)C)n2)cc1OC
41) Cc1cccc(NC(=O)C2CCN(S(=O)(=O)c3cccc4cccnc34)CC2)c1
42) CCCN(CC1COc2ccccc2O1)C(=S)Nc1ccc(C)cc1 (stereo not given)

screen / no.	37	38	39	40	41	42
PNC assembly inh	6	4	-11	1	21	-29
IMPase cell inh	nt	7	?	-5	1	7
12-hLO inh	-3%	-2%	-4%	2%	0%	-3%
ALOX15B inhib	nt	1%	15%	-1%	-1%	nt

Part of the list above, bar-delimited:
cpd | SMILES | PNC assembly inh | IMPase cell inh | 12-hLO inh | ALOX15B inhib
33 | N#CC(C(=O)OC1CCCCC1)c1nc2ccccc2nc1N1CCOCC1 (stereo not given) | 11 | -13 | -1% | 20%
34 | O=C(c1ccco1)N1CCN(C(=O)C2CC(c3ccc(Cl)cc3)=NO2)CC1 (stereo not given) | -2 | -1 | 4% | -7%
35 | CN(C)C(=O)c1ccc(-c2nc(N(C)C)c3ccccc3n2)cc1 | nt | nt | 2% | 2%
36 | c1ccc(Cn2c(Nn3cnnc3)nc3ccccc32)cc1 | 18 | 5 | 4% | 4%
37 | C=CCN(CC=C)CC(O)CN(c1cc([N+](=O)[O-])ccc1OC)S(=O)(=O)c1ccccc1 (stereo not given) | 6 | nt | -3% | nt
38 | CC(=O)N1CCc2cc(Br)cc(S(=O)(=O)NCCN3CCCCC3C)c21 (stereo not given) | 4 | 7 | -2% | 1%
39 | Cc1noc(C)c1S(=O)(=O)N1CCCC(C(=O)Nc2cccnc2)C1 (stereo not given) | -11 | ? | -4% | 15%
40 | COc1ccc(-c2noc(CN(C(=O)c3ccc(OC(C)=O)cc3)C(C)C)n2)cc1OC | 1 | -5 | 2% | -1%
41 | Cc1cccc(NC(=O)C2CCN(S(=O)(=O)c3cccc4cccnc34)CC2)c1 | 21 | 1 | 0% | -1%
42 | CCCN(CC1COc2ccccc2O1)C(=S)Nc1ccc(C)cc1 (stereo not given) | -29 | 7 | -3% | nt

More results:
43) CC(C)(C)c1ccc(-c2nnc3sc(-c4ccncc4)nn23)cc1
44) CC(=O)OCC(=O)[C@H]1CC[C@H]2[C@@H]3CCC4=CC(=O)CC[C@]4(C)[C@H]3CC[C@]12C
45) O=C(Nc1ccccc1C(F)(F)F)c1cc(S(=O)(=O)N2CCOCC2)ccc1F
46) Cc1ccccc1NC(=S)NC(NC(=O)c1ccco1)C(Cl)(Cl)Cl (stereo not given)
47) O=C(Nc1cc([N+](=O)[O-])ccc1F)c1cccs1
48) CC(C)CN(C(=O)CN1CCN(S(=O)(=O)c2ccc3ccccc3c2)CC1)c1c(N)n(CC(C)C)c(=O)[nH]c1=O

screen / no.	43	44	45	46	47	48
PNC assembly inh	14	?	68	-120*	?	72
IMPase cell inh	-1	nt	?	nt	nt	nt
12-hLO inh	-1%	-1%	0%	-17%	1%	3%
ALOX15B inhib	-2%	-17%[0.0915 µM]	nt	nt	nt	nt

49) N[C@@H](C(=O)O)c1ccc(C(=O)O)c(O)c1
50) COc1ccc(Cl)cc1N(C)C(=O)CCc1nc(-c2ccc(C)cc2)no1
51) CCSc1nnc(NC(=O)CSc2nnc(Cc3cccn3C)n2-c2ccc(F)cc2)s1
52) O=C(CN(CC1CCCO1)C(=O)CCC(=O)Nc1ccccn1)NCc1ccccc1 (stereo not given)
53) Cc1cc(C)c2c(n1)sc1c(=O)n(-c3ccccc3)c(=O)[nH]c12
54) CC1=C(C(N)=O)C(c2ccco2)C(C(N)=O)=C(C)N1

screen / no.	49	50	51	52	53	54
PNC assembly inh	nt	-1	-2	-100*	20	?
IMPase cell inh	-7	0	-26	-4	nt	-1
12-hLO inh	-3%	-15%	-10%	-1%	2%	-2%
ALOX15B inhib	10%	5%	-15%	nt	nt	25%

55) N#Cc1nc(COc2ccc(Cl)cc2)oc1NCc1ccc2c(c1)OCO2
56) Cc1ccc(CCC2C3=C(CCCC3=O)OC3=C2C(=O)CCC3)cc1
57) CCn1c(COc2cccc3ccccc23)nnc1SCC(N)=O
58) CC(=O)NC(Cc1c[nH]c2ccccc12)C(=O)OCC(=O)Nc1cc(C)on1 (stereo not given)
59) Clc1ccc(Cl)c(-c2ccc(/C=N/c3ncn[nH]3)o2)c1
60) CC(C)CN(C(=O)COC(=O)Cn1cnc2ccccc2c1=O)C1CCS(=O)(=O)C1 (stereo not given)

screen / no.	55	56	57	58	59	60
PNC assembly inh	-29	-24	47	-92*	-3	?
IMPase cell inh	15	2	1	5[1.84 µM]	?	?
12-hLO inh	-20%	3%	-2%	0%	-8%	1%
ALOX15B inhib	-9%	-3%	-1%	6%[11.4 µM]	-5%	7%

61) Cn1c(=O)c2c(nc(CN3CCC(Cc4ccccc4)CC3)n2CCN2CCOCC2)n(C)c1=O
62) Cc1c(C(=O)NCc2cccnc2)oc2ccccc12
63) COc1cccc(C2N(c3cccc(Cl)c3)C(=O)C3CCCN32)c1 (stereo not given)
64) CC(=O)N1CCN(c2ccc(NCc3cccs3)cc2)CC1
65) CC1CCC(NCc2ccco2)CC1 (stereo not given)
66) O=C(O)CCCCCNS(=O)(=O)c1ccc(Cl)cc1
67) Cc1ccc2oc(=O)c3cnn(CC(=O)N4CCN(c5ccccc5)CC4)c3c2c1
68) CCCC(=O)c1cc(F)c(N2CCOCC2)cc1C
69) Cc1ccc(CNc2nc(N)c([N+](=O)[O-])c(Nc3ccc(F)cc3)n2)cc1

screen / no.	61	62	63	64	65	66	67	68	69
PNC assembly inh	9	-8	45	-10	5	-5	-5	20	15
IMPase cell inh	0	9	5	12	1	-1	7	10	6
12-hLO inh	-2%	-2%	2%	?	-2%	6%	10%	-4%	8%
ALOX15B inhib	1%	2%	6%	25µM*	-4%	-10%	-6%	2%	-2%
